KB-V1 cytotox – kills drug-selected multidrug resistant KB-V1 cells; Potency, µM (series often up to 46.1 µM), for inactives: top-dose activity change, negative = cytotoxicity, usual class: cytotoxic; 3.4% of 400,000 active; KB-V1 MDR cells viability, CellTiter-Glo, 72 h; AID 1347076; further: potency means the concentration at half of the fitted maximal effect; on the % scale 0 is the no-effect control and ±100 the full control effect; nearly all actives have a fitted effect of over 60% in size
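Luminescent ATP read-out (CellTiter-Glo, 10 min) measures survival of drug-selected KB-V1 MDR cells after 72 h, 37 degrees C compound exposure. Medium: phenol-red-free DMEM, 10% FBS. Values from fitted concentration-response curves.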
MCF10A rerep – induces DNA re-replication in MCF 10a normal breast cells. Potency, µM (doses to about 46.1 µM), for the others: at the highest dose activity, positive = re-replication, actives largely listed as activators. 2.9% of 350,000 active. MCF 10A DNA re-replication, Hoechst nuclear intensity, 48 h; further: potency means the concentration at half of the fitted maximal effect; % of control where 0% means no effect; nearly all actives have a fitted effect of over 50% in size
KB-3-1 tox – KB-3-1 parental cell cytotoxicity. KB-3-1 viability, CellTiter-Glo ATP luminescence, 72 h. Potency, µM (top dose mostly 46.1 µM), for the others: top-dose activity change, negative = cytotoxic, usual class: cytotoxic. 1.4% of 400,000 active; further: potency means the concentration at half of the fitted maximal effect; on the % scale 0 is the no-effect control and ±100 the full control effect; nearly all actives have a fitted effect of over 60% in size
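Parental KB-3-1 viability, qHTS format: 72 h compound exposure, 37 °C; CellTiter-Glo; media-only wells and DMSO plates as controls; concentration-effect fits on corrected data.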
ATXN2 expr inh – inhibitors of ATXN2 expression; HEK-293 ATXN2-luciferase reporter, luminescence, 24 h; Potency, µM (series often up to 57 µM), inactives show top-dose activity change, negative = inhibition, actives largely listed as inhibitors; 0.72% of 360,000 active; AID 1745845; further: potency means the concentration at half of the fitted maximal effect; on the % scale 0 is the no-effect control and ±100 the full control effect; nearly all actives have a fitted effect of over 55% in size
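qHTS (up to 57 uM final) was run with 24 h compound exposure of reporter cells at 37 °C. Each well was multiplexed: SteadyGlo luminescence measured ATXN2-luciferase expression after a fluorogenic Gly-Phe-AFC viability readout (25 uM final).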
HT1080 IDH1KD tx – kills HT-1080 cells with IDH1 knockdown. HT-1080 IDH1 knockdown viability, ATP luminescence, 48 h. Potency, µM (series often up to 46.1 µM), without a hit: at the highest dose activity, negative = toxicity, usual class: cytotoxic. 2% of 360,000 active. AID 686971;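 further: potency means the concentration at half of the fitted maximal effect; 0% = DMSO wells and -100% = cell-free medium wells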
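HT-1080-IDH1KD cells (IDH1 knocked down), 750/well in RPMI with 5% FBS, treated with compound 48 h at 37 degrees C. Viability by CellTiter-Glo luminescence, normalised to DMSO and no-cell wells; concentration-response curves classed.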
SW480 rereplic – induces DNA re-replication in SW480 colon adenocarcinoma cells; Potency, µM (doses to about 46.1 µM), inactives show at the top dose re-replication activation, usual class: activators; 1.8% of 340,000 active; SW480 DNA re-replication, Hoechst DNA content imaging, 48 h; further: potency means the concentration at half of the fitted maximal effect; % of control where 0% means no effect; nearly all actives have a fitted effect of over 55% in size
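DNA re-replication was detected as more nuclei of elevated Hoechst intensity after 48 hr exposure to compound (23 nL pinned per well of 250 cells).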
IL-1B inflam inh – inhibitors of inflammasome signaling (IL-1 beta secretion) | 4.7% of 360,000 active | THP-1 LPS/ATP IL-1B secretion, AlphaLISA, 16 h; active compounds read low | activity change, % at 57.5 µM; in the data active means activity change below about -50%; inconclusive means mostly about -30% to -49%; further: on the % scale 0 is the no-effect control and ±100 the full control effect
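THP-1 cells pretreated 1 hr with compounds (up to 57.5 uM final), then stimulated with LPS (250 ng/mL final) plus ATP (1.25 mM final); secreted IL-1B measured by AlphaLISA after 16 hr, decreased signal indicating inhibition.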
ATXN viability – reduces viability in counter-screen for ATXN expression inhibitors; S2 cells (HEK-293 line with an ATXN2-luciferase reporter) viability, CellTiter-Fluor protease fluorescence, 24 h; Potency, µM (highest dose often 56.7 µM), most hits filed as cytotoxic; AID 651635; 0.49% of 400,000 active; further: potency means the concentration at half of the fitted maximal effect; nearly all actives have a fitted effect of over 40% in size
HT1080-NT tox – kills 2HG-producing HT-1080-NT fibrosarcoma cells. HT-1080-NT fibrosarcoma viability, CellTiter-Glo ATP luminescence, 48 h. Potency, µM (doses to about 46.1 µM), for inactives: at the highest dose activity, negative = less viability, usual class: cytotoxic. 1.6% of 360,000 active;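 further: NT is the 2HG producing partner of a matched IDH1 knockdown line; potency means the concentration at half of the fitted maximal effect; 0% = DMSO-treated cells and -100% = media-only wells without cells; nearly all actives have a fitted effect of over 55% in size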
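A 48-hour cytotoxicity screen used HT-1080-NT cells plated 2 hours before compound delivery. ATP-based CellTiter-Glo luminescence measured viability, normalized to DMSO and no-cell controls.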
Active calls of the source: *; i = inactive; ? = inconclusive; . = no result given; [ ] = another dose, or the depositor's remark. Unless noted, the call rests on the fitted dose curve; in most records, active means well fitted curve in the direction sought with a large enough effect; inconclusive means small, poorly fitted or top-dose-only effect, or another doubt; inactive means no such curve, though single readings can be large; an effect the other way counts as inactive or inconclusive.

(1) O=c1c2cc(Br)ccc2[nH]c(=S)n1Cc1cccnc1
(2) Cc1ccc(N=Cc2c(O)n(-c3nccs3)c(=O)c3ccccc23)c(C)c1
(3) CN(C)c1ccc(CN(Cc2ccco2)C(=O)c2ccco2)cc1
(4) CC(C)(C)[C@@H]1C=C(C(N)=O)O[C@H](OCCCCO)C1
(5) O=C1C2CCCN2C(=O)N1CCN1CCN(c2ccccc2)CC1 (centres undefined)
(6) Cc1cccc(OCC(=O)NCCNC(=O)c2ccco2)c1
(7) CCn1c(CNC(=O)c2ccco2)nnc1SCCOc1ccccc1
(8) CCCCn1c(SCC(=O)c2ccc(OCC)cc2)nc2cc(S(N)(=O)=O)ccc21
(9) CCN(CC)S(=O)(=O)c1cc(C(=O)NC2=NCCS2)ccc1Cl
(10) Cc1ccc(CNc2ccc3nnc(-c4ccccc4)n3n2)cc1
Screen / compound no.	1	2	3	4	5	6	7	8	9	10
KB-V1 cytotox	?	-3%	?	21%	?	0%	-3%	0%	0%	-15%
MCF10A rerep	20%	20%	?	-21%	3%	0%	7%	21%	-8%	-3%
KB-3-1 tox	7%	0%	-12%	19%	-1%	27%	0%	17%	7%	13%
ATXN2 expr inh	-8%	0%	-23%	3%	9%	-1%	15%	0%	7%	6%
HT1080 IDH1KD tx	2%	8%	-1%	4%	9%	9%	3%	0%	0%	11%
SW480 rereplic	2%	.	3%	-7%	-3%	-1%	-4%	1%	-3%	-9%
IL-1B inflam inh	85	0	-28	10	9	11	22	-4	-4	22
ATXN viability	i	i	i	i	i	i	i	i	i	i
HT1080-NT tox	0%	21%	-3%	6%	0%	4%	-2%	4%	0%	18%

(11) O=C(/C=C/c1ccccc1)NC(NC(=S)Nc1ccc(Cl)cc1Cl)C(Cl)(Cl)Cl (centres undefined)
(12) O=C(O)c1ccc(Nc2ncnc3ccccc23)cc1
(13) O=C(NCCc1ccccc1)C(=O)Nc1nccs1
(14) Cc1cc(Br)cn2c(Cc3ccccc3C(F)(F)F)c(C3CCCCC3)nc12
(15) CCC(c1ccccc1)C(CC)c1cc(O)c(O)c(O)c1 (centres undefined)
(16) COc1ccc(C)cc1NC(=O)C1CCCN(S(=O)(=O)c2ccc3c(c2)oc(=O)n3C)C1 (centres undefined)
(17) Cc1cccc(Nc2nc3ccccc3s2)c1C
(18) CC(C)CN(C(=O)COC(=O)c1ccc2c(c1)NC(=O)CS2)C1CCS(=O)(=O)C1 (centres undefined)
(19) CN(Cc1ccccc1)c1ccc(-c2nc(-c3ccccc3)no2)cc1[N+](=O)[O-]
(20) O=C(NCCc1c[nH]c2ccccc12)C1CCN(S(=O)(=O)c2ccccc2F)CC1
Screen / compound no.	11	12	13	14	15	16	17	18	19	20
KB-V1 cytotox	?	0%	-8%	?	?	16%	-9%	14%	-8%	-2%
MCF10A rerep	12µM*	2%	1%	.	?	.	3%	-4%	.	1%
KB-3-1 tox	0%	1%	0%	0%	-30%	2%	-16%	13%	-22%	3%
ATXN2 expr inh	?	-6%	14%	11%	?	-17%	99%[activator]	-7%	23%	-1%
HT1080 IDH1KD tx	?	-5%	17%	-2%	?	.	-14%	6%	.	-15%
SW480 rereplic	?	-6%	.	.	?	.	7%	-3%	.	1%
IL-1B inflam inh	-10	52	0	1	-78*	.	?	1	.	26
ATXN viability	?	i	?	i	?	?	i	i	i	i
HT1080-NT tox	-24%	0%	?	23%	?	.	1%	2%	.	-2%

(21) O=C(CSCc1ccccc1)Nc1cccc(F)c1
(22) CC(=O)c1ccc(NC(=O)CN2CCN(S(=O)(=O)c3ccc4ccccc4c3)CC2)cc1
(23) COc1ccc(Cl)cc1NC(=O)C(C)OC(=O)Cn1cc(C(F)(F)F)ccc1=O (centres undefined)
(24) N/C(=N\OC(=O)Nc1ccccc1)c1ncc([N+](=O)[O-])s1
(25) COC(=O)C[C@H]1CC[C@@H]2[C@H](COC[C@H](O)CN2S(=O)(=O)c2ccccc2OC)O1
(26) CCOC(=O)C/C(N)=N/N(C)c1ncc(C(F)(F)F)cc1Cl
(27) Cc1ccc(Nc2ncc(C(=O)Nc3ccc(F)cc3F)c3ccccc23)cc1Cl
(28) Cc1cc(C(=O)NCC2CCCO2)sc1C (centres undefined)
(29) Cc1oc(-c2ccccc2)nc1C(=O)OCC(=O)NC(=O)NCC(C)C
(30) C#CCNC(=O)C1=C[C@H](c2ccc(Br)cc2)C[C@H](OCCCCO)O1
Screen / compound no.	21	22	23	24	25	26	27	28	29	30
KB-V1 cytotox	17%	-2%	0%	?	-4%	-5%	-8%	-3%	-5%	1%
MCF10A rerep	-3%	?	0%	?	.	17%	.	1%	-8%	-16%
KB-3-1 tox	7%	?	11%	?	-5%	1%	0%	-25%	20%	-2%
ATXN2 expr inh	41%[activator]	7%	11%	?	.	-7%	12%	1%	10%	-5%
HT1080 IDH1KD tx	-3%	-1%	5%	21µM*	-1%	0%	.	7%	9%	2%
SW480 rereplic	-2%	?	-26%	?	.	3%	.	-5%	1%	1%
IL-1B inflam inh	9	-22	23	-64*	7	4	.	1	0	-18
ATXN viability	i	i	i	?	.	i	i	i	i	i
HT1080-NT tox	2%	-2%	9%[9.24 µM]	?	21%	-4%	.	-5%	8%	5%

(31) COc1cc2cc(C(C)(C)O)oc(=O)c2cc1OC
(32) Cc1c(NC(=O)CSc2nnc(COc3ccccc3)n2-c2ccccc2)c(=O)n(-c2ccccc2)n1C
(33) CC1CN(Cc2ccccc2)C(C)CC1O (centres undefined)
(34) Cc1cc(C)c(NC(=O)COC(=O)C2CCN(c3ccc(C(F)(F)F)cn3)CC2)c(Cl)c1
(35) O=C(Nc1nc(-c2ccccn2)cs1)c1ncc(Cl)c(Cl)c1Cl
(36) O=S(=O)(c1ccc(Cl)nc1)N1CCCc2ccccc21
(37) CCOC(=O)c1cccc(NC(=O)c2ccc3c(c2)nnn3C2CCCC2)c1
(38) COc1cccc(CNC(=O)COC(=O)CCS(=O)(=O)c2ccc(C)cc2)c1
(39) COc1ncnc2c1oc1ccccc12
(40) COc1cc(/C=C/C(O)=C/C(=O)/C=C/c2ccc(O)cc2)ccc1O
Screen / compound no.	31	32	33	34	35	36	37	38	39	40
KB-V1 cytotox	9%	12%	25%	15%	?	3%	-2%	-1%	-1%	-21%
MCF10A rerep	-1%	-3%	?	0%	?	?	.	?	9%	18µM*
KB-3-1 tox	10%	3%	15%	2%	-41%	0%	-3%	-4%	1%	?
ATXN2 expr inh	9%	3%	7%	-6%	-26%	-7%	-1%	3%	.	?
HT1080 IDH1KD tx	-13%	6%	5%	-13%	?	1%	.	-10%	1%	?
SW480 rereplic	-2%	10%	-5%[1.84 µM]	2%	15%	18%	.	?	12%	?
IL-1B inflam inh	-5	6	13	9	18	14	.	10	15	-97*
ATXN viability	i	i	i	i	i	i	i	i	i	i
HT1080-NT tox	0%	4%	6%	-5%	-26%	10%	.	-8%	-2%	?

(41) CC(C)c1ccccc1NC(=O)CCCC(=O)O
(42) Cn1c(=O)c(=O)n(C)c2cc(S(=O)(=O)N3CCOCC3)ccc21
(43) Nc1nc(COc2ccc(Cl)cc2)cs1
(44) COc1ccc(-c2noc(=O)n2Cc2ccc(F)cc2Cl)cc1
(45) COc1ccc(C(=O)Nc2cc3c4c(c2)CC(=O)N4CCC3)cc1
(46) O=C(c1ccco1)N1CCN(c2cc(=O)n(-c3ccc(Cl)cc3)c(=O)[nH]2)CC1
(47) O=C(c1ccc(COc2ccccc2Cl)o1)N1CCCC1
(48) C=CCOc1ccc(C2/C(=C(/O)c3ccc4c(c3)CC(C)O4)C(=O)C(=O)N2CCCN2CCOCC2)cc1 (centres undefined)
(49) COc1cccc(-n2c(SCC#N)nnc2-c2cnccn2)c1
(50) Cc1cc(Br)ccc1NC(=O)C1CCN(S(=O)(=O)c2cnc[nH]2)CC1
(51) CCOC(=O)[C@]12CCCC=C1N(Cc1ccccc1)C(=O)[C@H](CC(=O)NCC13CC4CC(CC(C4)C1)C3)C2
Screen / compound no.	41	42	43	44	45	46	47	48	49	50	51
KB-V1 cytotox	?	-5%	4%	-4%	-25%	4%	-27%	-20%	-16%	27%	21µM*
MCF10A rerep	-1%	-1%	-2%	4%	3%	15%	?	6%	5%	-1%	.
KB-3-1 tox	18%	-3%	9%	4%	?	-1%	-15%	-5%	10%	20%	18µM*
ATXN2 expr inh	-1%	7%	46%[activator]	-6%	20%	0%	11%	2%	9%	-4%	.
HT1080 IDH1KD tx	24%	-1%	-7%	0%	7%	3%	4%	-1%	-9%	-3%	?
SW480 rereplic	-7%	-7%	-80%[inhibitor]	1%	-11%	-2%	2%	0%	-2%	-12%	.
IL-1B inflam inh	-4	6	0	25	-1	17	?	-16	7	9	-25
ATXN viability	i	i	i	i	i	i	i	i	i	i	.
HT1080-NT tox	18%	2%	-5%	-18%	1%	0%	7%	-1%	-1%	-2%	?

Bioassay records: PubChem, National Center for Advancing Translational Sciences (NCATS)

Compounds as they come; 11% or so of the library scored in one or more.
